Assay outcomes: PubChem, several laboratories
CCHF vOTU inh: blocks the CCHF virus ovarian tumor domain protease; CCHFV vOTU protease, Pep-AMC fluorescence; hit rate 0.55% among 370,000; inhibition, % at 11.5 µM; in the data active = inhibition above about 30%; also: 0% = vehicle wells with enzyme and 100% = no enzyme wells
Yp Topo-I inh: Y. pestis Topo-I inhibition via cleavage products; AID 504884; Y. pestis Topo-I cleavage product accumulation, plate reader; activity, % at 10 µM; hit rate 0.064% among 360,000; in the data active = activity above about 50%, passing the limit was not always enough; inconclusive = no clear call, values can overlap the other calls; also: inactives centre near 2
PrPC surface inh: reduces human prion protein on the cell surface. cell surface PrPC, TR-FRET read-out. inhibition, % at 13.8 µM. hit rate 0.43% among 370,000; in the data active = inhibition above about 24%; also: 0% = median of the test wells and 100% = reference compound wells
BoNT-F LC inh: blocks Botulinum neurotoxin F light chain protease; Multiplex microsphere protease cleavage assay, flow cytometry; inhibition, % at 10 µM; hit rate 0.22% among 360,000; in the data active = inhibition above about 35%, passing the limit was not always enough; inconclusive = no clear call, values can overlap the other calls; also: plate controls were buffer without enzyme for full effect and enzyme alone for no effect
FadD28 FP inh: inhibitors of Mycobacterium tuberculosis FadD28 bisubstrate binding. FadD28 bisubstrate probe binding, fluorescence polarization. inhibition, % at 12.5 µM. hit rate 0.22% among 360,000. AID 588549; in the data active = inhibition above about 8.5%, passing the limit was not always enough; inconclusive = no clear call, values can overlap the other calls
TcdB inh: inhibitors of Clostridioides difficile toxin B glycohydrolase; AID 652162; P18177; TcdB glycohydrolase enzymatic assay, plate reader; hit rate 0.24% among 350,000; inhibition, % at 9.99 µM; in the data active = inhibition above about 10%
PfHsp40 rescue: compounds rescuing yeast from Plasmodium falciparum HSP40 toxicity; S. cerevisiae expressing PfHsp40, growth rescue, ATP luminescence; growth rescue, % at 12.5 µM; hit rate 0.68% among 340,000; AID 504582; in the data active = growth rescue above about 28%, passing the limit was not always enough; inconclusive = no clear call, values can overlap the other calls;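 also: yeast W303a lacking pdr1 and pdr3 grown in galactose medium; growth measured after three days at 30 °C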
BoNT A protease: blocks Botulinum neurotoxin A light chain protease; multiplex microsphere protease substrate cleavage, flow cytometry; inhibition, % at 10 µM; hit rate 0.17% among 360,000; AID 588499; also: plate controls were buffer without enzyme for full effect and enzyme alone for no effect
Anthrax LF inh2: inhibitors of Bacillus anthracis lethal factor protease; inhibition, % at 10 µM; hit rate 0.12% among 360,000; P15917; AID 588501; multiplex microsphere protease cleavage assay, LF; also: plate controls were buffer without enzyme for full effect and enzyme alone for no effect
Active calls of the source: *; ? = inconclusive; . = no result given. Rule as the data show it, unless noted: active = inhibition above about 30%; inconclusive = no clear call, values can overlap the other calls; inactive = below that.

1	Cc1noc(C)c1COC(=O)c1ccc2c(c1)S(=O)(=O)c1ccccc1C2=O
2	CC(NC(=O)c1ccc(OC2CCN(S(=O)(=O)N(C)C)CC2)cc1)C1CC1 (stereo not given)
3	COc1ccc(C(=O)C2CCN(C(=S)NCC3CCCO3)CC2)cc1 (stereo not given)
4	COc1cccc(/C=C/C(=O)OCC(=O)NCCCc2ccccc2)c1OC
5	COC(=O)CCCCCNC(=S)Nc1ccc2[nH]c(=O)[nH]c2c1
6	Cc1ccc(N2CC(C(=O)Nc3ccc(N(C)C)cc3)CC2=O)cc1C (stereo not given)
7	CC1CCCCN1CCn1cnc2c([nH]c3ccccc32)c1=O (stereo not given)
8	Cc1ccc(C)c(CN2C(=O)CSc3ccc(C(=O)NCCN4CCOCC4)cc32)c1

Compound	1	2	3	4	5	6	7	8
CCHF vOTU inh	-6	5	11	-2	22	4	-2	2
Yp Topo-I inh	-5	-3	-13	-7	-4	1	-9	5
PrPC surface inh	0	-7	2	7	-2	2	-7	-2
BoNT-F LC inh	4	0	-10	-5	.	-2	-7	-3
FadD28 FP inh	-0.2	0.9	-2.6	-2.3	-1.4	-3.4	-4.1	-4.5
TcdB inh	.	1.0	3.6	0.3	1.6	.	0.9	2.1
PfHsp40 rescue	0.5	0.3	-0.1	0.0	0.3	-1.7	-2.7	0.8
BoNT A protease	0.3	0.2	-0.9	-0.2	.	0.8	-0.3	-1.9
Anthrax LF inh2	3	0	2	-1	.	-3	-3	0

9	Cc1c(C)n(C)c2ccc(C(=O)NCCCN3CCCCC3)cc12
10	COc1ccc(C(=O)Cn2nnc(-c3ccc(N4CCOCC4)cc3)n2)cc1OC
11	O=C(NNC(=O)c1ccncc1)Nc1cccc([N+](=O)[O-])c1
12	O=C(COC(=O)c1c(F)cccc1F)NC(=O)NCc1ccccc1
13	Cc1nn(Cc2ccc([N+](=O)[O-])cc2)c(=O)n1-c1ccc(Cl)cc1
14	COc1ccc(-n2nnnc2C(c2cccc3ccccc23)N2CCN(C/C=C/c3ccccc3)CC2)cc1 (stereo not given)
15	O=C(NCc1ccco1)c1ccccc1NS(=O)(=O)c1ccc(Br)s1
16	Cc1ccccc1CCNC(=O)C1CCC(=O)N(CCc2cccc(F)c2)C1 (stereo not given)

Compound	9	10	11	12	13	14	15	16
CCHF vOTU inh	-10	0	12	-1	7	3	12	11
Yp Topo-I inh	-13	-10	-13	2	-10	.	-3	21
PrPC surface inh	-4	2	-14	-3	-7	-6	2	-2
BoNT-F LC inh	-12	-8	-4	-10	1	-6	0	-36
FadD28 FP inh	-3.6	-1.6	0.0	-4.5	-0.1	-4.6	2.9	-0.6
TcdB inh	-5.2	.	-0.1	0.8	0.8	-0.5	.	0.6
PfHsp40 rescue	-0.6	1.0	-0.9	.	-0.2	.	1.2	-0.2
BoNT A protease	1.1	?	-0.2	-0.4	-1.0	-0.5	0.5	-21
Anthrax LF inh2	-2	-8	-3	-4	-1	0	-4	-3

17	CC1(C)Cc2c(sc(NC(=O)c3ccc(C(=O)c4ccccc4)cc3)c2C#N)C(C)(C)N1
18	COc1cccc(OC)c1OCC(O)CN1CCN(c2ccc(F)cc2)CC1 (stereo not given)
19	COc1ccccc1C=NN1C(=O)CSC1=S
20	CCN(CC)CCCNC(=O)CSc1nc(-c2ccc(F)cc2)cc(C(F)(F)F)n1
21	CCOc1ccccc1Nc1nnc(SCC(=O)Nc2nc(-c3ccc(OC)cc3)cs2)s1
22	CCOc1cc(/C=C2\N=C(SC(C)C(N)=O)N(c3ccc(OC(F)F)cc3)C2=O)ccc1O (stereo not given)
23	COCCN1C(=O)c2ccccc2C(C(=O)NCC2CCCO2)C1c1c[nH]c2ccccc12 (stereo not given)
24	C=CCSc1nnc(CC(OC)OC)n1-c1ccccc1

Compound	17	18	19	20	21	22	23	24
CCHF vOTU inh	-1	-7	0	1	14	29	9	-5
Yp Topo-I inh	3	9	-8	0	7	-1	-4	-10
PrPC surface inh	-12	-6	-5	-6	9	-14	-3	-4
BoNT-F LC inh	4	0	0	1	-4	-4	-3	-5
FadD28 FP inh	-0.4	.	-1.7	-0.4	-1.6	0.1	-1.9	-0.4
TcdB inh	0.2	-3.9	0.0	-0.8	0.7	-4.6	.	0.2
PfHsp40 rescue	1.3	-1.7	-0.4	-0.3	-1.4	1.2	-0.4	-1.6
BoNT A protease	-0.4	-4.5	1.2	-0.2	-0.7	-1.6	0.1	-0.7
Anthrax LF inh2	-5	3	-2	-2	-9	-2	0	0

25	Cc1ccn2cc(-c3ccc(O)c(O)c3)nc2c1
26	COc1ccc(NC(=O)n2nc(OC(=O)c3cccs3)cc2N)cc1
27	COc1cc(C2=NOC(C(=O)NCc3cccnc3)C2)cc(OC)c1OC (stereo not given)
28	CCS(=O)(=O)N1Cc2ccccc2CC1C(=O)NCCc1ccccc1 (stereo not given)
29	O=c1cc(-c2ccccc2)nc2n1Cc1ccccc1-2
30	FC(F)(F)Oc1ccccc1C(c1nnnn1C1CCCC1)N1CCN(C/C=C/c2ccccc2)CC1 (stereo not given)
31	Cc1[nH]ccc(=O)c1OCc1ccccc1
32	Cc1ccc(S(=O)(=O)NCC(=O)OCc2nnc(-c3ccccc3)o2)cc1

Compound	25	26	27	28	29	30	31	32
CCHF vOTU inh	20	21	-5	-7	-16	18	5	-1
Yp Topo-I inh	-4	4	-7	2	5	.	7	7
PrPC surface inh	-7	4	4	-1	2	1	-4	-1
BoNT-F LC inh	-2	0	-22	-18	1	-17	0	6
FadD28 FP inh	-1.3	-3.1	0.3	.	-1.5	-1.1	-0.1	-1.0
TcdB inh	-0.2	-0.4	-0.4	1.1	.	1.1	.	1.0
PfHsp40 rescue	-0.8	-0.7	0.9	0.4	0.0	.	-1.3	-1.4
BoNT A protease	-3.4	-0.3	-3.0	0.6	-0.3	-1.8	-0.4	-2.1
Anthrax LF inh2	-12	-9	14	-12	0	-8	-3	0

33	CC1=C(C(=O)OCC(C)C)C(c2cc3c(cc2Br)OCO3)NC(=O)N1C (stereo not given)
34	C=CCn1c(SCC(=O)Nc2ccc(F)cc2)nc2cc(C(=O)O)ccc2c1=O
35	O=C(COC(=O)CCOc1ccccc1)Nc1cc(S(=O)(=O)N2CCCCC2)ccc1Cl
36	CCOC(=O)c1[nH]c(C)c(/C(O)=C2\C(=O)C(=O)N(CCCn3ccnc3)C2c2ccncc2)c1C (stereo not given)
37	O=C(CN1CCN(C(=O)c2ccccc2)CC1)Nc1ccccc1
38	COc1ccc2nc3oc(C(=O)N4CCN(c5cccc(Cl)c5)CC4)cc3cc2c1
39	N#Cc1cc(C(=O)c2cc(Br)ccc2O)cn(C2CC2)c1=O
40	CCOC(=O)c1cc(OC(C)=O)c2ccc(OC)c(OC)c2c1

Compound	33	34	35	36	37	38	39	40
CCHF vOTU inh	5	-1	3	14	10	-1	9	-15
Yp Topo-I inh	30	1	-2	0	6	7	-10	-1
PrPC surface inh	6	-4	13	0	3	-7	-7	-3
BoNT-F LC inh	-1	-6	9	-1	-2	-11	2	3
FadD28 FP inh	-0.7	-3.3	-0.1	-1.5	-3.4	-4.8	-3.9	0.5
TcdB inh	.	2.0	1.7	.	2.8	.	.	1.5
PfHsp40 rescue	-0.4	-0.2	1.7	0.3	-0.7	4.0	-0.8	.
BoNT A protease	-0.1	-0.6	2.5	-0.3	0.5	0.8	0.3	-0.2
Anthrax LF inh2	-5	-4	-3	0	-1	2	0	-5

41	CN1OC[C@@H]2CN(S(=O)(=O)c3ccccc3)[C@H](c3ccccc3Br)C[C@@H]21
42	CCCCN(Cc1cc2cc(OC)ccc2[nH]c1=O)C(=O)c1ccccn1
43	CSc1ccc(NC(=O)NN(c2ccccc2)C2CCS(=O)(=O)C2)cc1 (stereo not given)
44	Cc1cc(O)cc(O)c1C(=O)Cc1cscn1
45	O=C(NC(=O)c1cccc(F)c1)OC[C@@H]1CCCN2CCCC[C@H]12
46	C/C(=N/NC(=O)CNC(=O)c1ccco1)c1ccc(Cl)cc1
47	CCOc1ccc(Br)cc1S(=O)(=O)N1CCSC1
48	Cc1nn(C)c(-c2n[nH]c(=S)n2Cc2ccco2)c1Cl

Compound	41	42	43	44	45	46	47	48
CCHF vOTU inh	10	0	12	8	3	-1	11	25
Yp Topo-I inh	.	6	-9	-1	0	-1	-4	2
PrPC surface inh	4	-4	-5	-1	-7	0	11	6
BoNT-F LC inh	1	4	3	4	-5	18	21	-7
FadD28 FP inh	-0.3	-1.5	-3.2	-1.3	-4.0	-1.5	-2.6	-0.9
TcdB inh	1.3	.	1.4	.	1.0	0.1	3.3	4.4
PfHsp40 rescue	.	-2.6	.	0.4	-0.2	1.3	-1.6	-0.8
BoNT A protease	1.1	0.3	-0.6	0.3	-0.2	0.6	3.0	0.4
Anthrax LF inh2	-2	0	-12	0	-6	-4	7	0

49	COc1ccccc1-c1nc(C#N)c(N2CCC(C(N)=O)CC2)o1
50	Cc1n[nH]c(=S)n(NC(=O)CC(=O)Nn2c(=S)[nH]nc(C)c2=O)c1=O
51	CNC(=O)O/N=C(\C)Cc1nnn(-c2cc(C)on2)n1
52	CCN1CCc2c(OCc3ccc(C(=O)OC)o3)cccc2C1=O
53	CCC(C)NC(=O)c1cc(-c2cccs2)nc2ccccc12 (stereo not given)
54	O=C(COc1cccnc1[N+](=O)[O-])Nc1c(Cl)cccc1Cl
55	CCOC(=O)C1CCN(C(=O)c2ccc(Br)o2)CC1
56	O=C(CSc1nnnn1-c1ccccc1)Nc1ccc(N2CCOCC2)cc1

Compound	49	50	51	52	53	54	55	56
CCHF vOTU inh	-138	13	-8	-10	-125	20	8	-3
Yp Topo-I inh	-8	-1	-5	4	6	8	-5	2
PrPC surface inh	-2	-3	3	8	-7	-17	2	6
BoNT-F LC inh	12	0	?	-4	-18	1	9	-7
FadD28 FP inh	-3.7	1.0	-2.5	-0.8	-0.3	-4.7	0.5	-0.4
TcdB inh	.	-6.0	0.9	1.4	-0.2	1.2	.	-0.9
PfHsp40 rescue	-1.7	6.1	-0.6	-1.0	2.2	0.3	-1.6	-0.7
BoNT A protease	-0.9	-0.7	3.9	-0.7	1.7	0.1	-0.9	-0.5
Anthrax LF inh2	-3	1	-14	8	-1	0	-16	-2

3 of these compounds in another layout.
| No. | SMILES | CCHF vOTU inh | Yp Topo-I inh | PrPC surface inh | BoNT-F LC inh | FadD28 FP inh | TcdB inh | PfHsp40 rescue | BoNT A protease | Anthrax LF inh2 |
| --- | --- | --- | --- | --- | --- | --- | --- | --- | --- | --- |
| 44 | Cc1cc(O)cc(O)c1C(=O)Cc1cscn1 | 8 | -1 | -1 | 4 | -1.3 | . | 0.4 | 0.3 | 0 |
| 45 | O=C(NC(=O)c1cccc(F)c1)OC[C@@H]1CCCN2CCCC[C@H]12 | 3 | 0 | -7 | -5 | -4.0 | 1.0 | -0.2 | -0.2 | -6 |
| 46 | C/C(=N/NC(=O)CNC(=O)c1ccco1)c1ccc(Cl)cc1 | -1 | -1 | 0 | 18 | -1.5 | 0.1 | 1.3 | 0.6 | -4 |

(next part)
57	CN(C)C=Nc1nc2ccccc2nc1N1CCCC1
58	CCOC(=O)c1ccccc1NC1OC(=O)c2ccccc21 (stereo not given)
59	CCCCCCCc1n[nH]c(=S)n1Cc1ccccc1
60	O=C(CCC(=O)Nc1ccc(F)cc1)N/N=C/c1ccc(O)cc1
61	COc1cccc(N2C(=NC(=O)C3CCCO3)SC3CS(=O)(=O)CC32)c1 (stereo not given)
62	CCCCn1c(N)c(N(CCOC)C(=O)CSc2nnc(-c3ccncc3)n2CCC)c(=O)[nH]c1=O
63	C/C(=N\S(=O)(=O)c1ccc(C)cc1)NC(=S)Nc1ccccc1
64	CC1CCC(NC(=O)C2CCN(C(=O)Nc3ccccc3)CC2)CC1 (stereo not given)

Compound	57	58	59	60	61	62	63	64
CCHF vOTU inh	-6	3	6	-1	10	16	-6	6
Yp Topo-I inh	-1	11	39	4	-2	-5	6	-8
PrPC surface inh	-9	0	2	-2	-4	8	2	-6
BoNT-F LC inh	-2	-36	?	-36	1	1	-2	2
FadD28 FP inh	0.9	-0.8	-4.2	-2.4	0.2	-3.2	-2.9	0.1
TcdB inh	1.4	.	2.1	1.6	0.3	2.3	0.9	3.5
PfHsp40 rescue	1.5	1.7	-0.7	-1.3	0.8	0.6	-0.6	-0.7
BoNT A protease	0.8	-1.0	-8.0	-4.7	3.0	2.9	-0.1	-2.2
Anthrax LF inh2	8	-3	5	6	2	0	2	-2
